Compound activity (PubChem BioAssay)
GDH-TPI inh – GDH-TPI coupled enzyme inhibition counter-screen | GDH-TPI coupled enzyme counterscreen, NADH absorbance | inhibition, % at 4.8 µM | 360,000 compounds, 1.2% hits | AID 588335;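 also: 0% = DMSO wells and 100% = wells lacking the enzyme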
CCHFV vOTU inh – CCHFV vOTU protease inhibition; inhibition, % at 11.5 µM; 370,000 compounds, 0.55% hits; Pep-AMC fluorescence; also: 0% = vehicle wells with enzyme and 100% = no enzyme wells
Mtb UGM inh – blocks M. tuberculosis UGM enzyme | purified UGM, fluorescence polarization probe displacement | inhibition, % at 10 µM | 320,000 compounds, 0.06% hits | AID 504406; in the data active = inhibition above about 10%, passing the limit was not always enough; inconclusive = no clear call, values can overlap the other calls
Target sequence (P9WIQ1 whole entry, looked up): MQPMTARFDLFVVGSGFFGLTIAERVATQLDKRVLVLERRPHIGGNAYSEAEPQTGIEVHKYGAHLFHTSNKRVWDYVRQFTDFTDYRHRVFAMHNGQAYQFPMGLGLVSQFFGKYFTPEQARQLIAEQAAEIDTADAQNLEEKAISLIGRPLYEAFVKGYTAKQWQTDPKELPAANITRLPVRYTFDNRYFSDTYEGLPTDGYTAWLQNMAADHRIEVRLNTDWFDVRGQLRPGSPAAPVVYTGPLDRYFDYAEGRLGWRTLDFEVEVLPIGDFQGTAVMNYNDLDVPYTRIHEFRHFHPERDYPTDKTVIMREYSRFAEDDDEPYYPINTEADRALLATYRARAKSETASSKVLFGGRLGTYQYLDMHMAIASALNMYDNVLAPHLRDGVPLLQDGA
FadD28 FP inh – M. tuberculosis FadD28 bisubstrate binding inhibition; 360,000 compounds, 0.22% hits; FadD28 bisubstrate probe binding, fluorescence polarization; inhibition, % at 12.5 µM; in the data active = inhibition above about 8.5%, passing the limit was not always enough; inconclusive = no clear call, values can overlap the other calls
BoNT A protease – blocks Botulinum neurotoxin A light chain protease. multiplex microsphere protease substrate cleavage, flow cytometry. inhibition, % at 10 µM. 360,000 compounds, 0.17% hits; in the data active = inhibition above about 30%; inconclusive = no clear call, values can overlap the other calls; also: plate controls were buffer without enzyme for full effect and enzyme alone for no effect
Mtb BioA inh – BioA (M. tuberculosis) enzyme inhibition; purified M. tuberculosis BioA enzyme, plate reader; AID 602481; 360,000 compounds, 0.096% hits; inhibition, % at 9.99 µM; in the data active = inhibition above about 40%; inconclusive = no clear call, values can overlap the other calls
Mtb FBA inh – Mtb fructose-bisphosphate aldolase inhibition; purified M. tuberculosis FBA, fluorescence read-out; inhibition, % at 1 µM; 360,000 compounds, 2.3% hits; in the data active = inhibition above about 27%;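 also: 0% = vehicle and 100% = reference inhibitor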
Target sequence (P9WQA3 whole entry, looked up): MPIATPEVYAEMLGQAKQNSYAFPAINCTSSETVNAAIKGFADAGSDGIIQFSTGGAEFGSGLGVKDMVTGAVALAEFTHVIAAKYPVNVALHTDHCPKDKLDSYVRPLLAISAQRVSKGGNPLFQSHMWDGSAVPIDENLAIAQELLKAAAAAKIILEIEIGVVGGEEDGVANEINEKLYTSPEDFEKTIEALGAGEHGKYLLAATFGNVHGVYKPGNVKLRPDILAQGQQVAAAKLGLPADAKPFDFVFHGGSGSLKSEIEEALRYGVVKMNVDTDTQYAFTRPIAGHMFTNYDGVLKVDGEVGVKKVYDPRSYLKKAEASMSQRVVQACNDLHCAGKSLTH
BoNT-F LC inh – BoNT F light chain protease inhibition. Multiplex microsphere protease cleavage assay, flow cytometry. inhibition, % at 10 µM. 360,000 compounds, 0.22% hits; in the data active = inhibition above about 35%, passing the limit was not always enough; inconclusive = no clear call, values can overlap the other calls; also: plate controls were buffer without enzyme for full effect and enzyme alone for no effect
PrPC TRFRET – reduces human prion protein on the cell surface | cell surface PrPC, TR-FRET read-out | inhibition, % at 13.8 µM | 370,000 compounds, 0.43% hits | AID 720596; in the data active = inhibition above about 24%; also: 0% = median of the test wells and 100% = reference compound wells
Active calls of the source: *; ? = inconclusive; nt = no result given; & = joins results of further samples. Rule as the data show it, unless noted: active = inhibition above about 30%; inactive = the rest.

Short keys – A = GDH-TPI inh; B = CCHFV vOTU inh; C = Mtb UGM inh; D = FadD28 FP inh; E = BoNT A protease; F = Mtb BioA inh; G = Mtb FBA inh; H = BoNT-F LC inh; I = PrPC TRFRET
CN(C(=O)c1ccc(Cl)cc1)C1CCS(=O)(=O)C1 (configuration not stated)
  A: -15	B: -10	C: 1.0	D: -3.8	E: 0.4	F: 0.0	G: 0	H: 1	I: 5
CC1(C)Cc2ccccc2C(NNC(=O)c2ccc(Br)o2)=N1
  A: 11	B: -5	C: 0.8	D: -0.7	E: -3.5	F: -1.9	G: 2	H: -3	I: -4
CS(=O)(=O)N(CC(=O)Nc1cccc(F)c1)c1cccc([N+](=O)[O-])c1
  A: 2	B: -1	C: -2.2	D: -5.3	E: -2.6	F: nt	G: -2	H: 0	I: -19
CCOC(=O)c1cnc(-n2[nH]c(C)cc2=O)[nH]c1=O
  A: 0	B: 1	C: 6.8	D: -0.2	E: -2.5	F: nt	G: -1	H: -9	I: 4
Cc1cnc(CNC(=O)C2CCC(=O)N(CCc3cccc(F)c3)C2)[nH]1 (configuration not stated)
  A: 4	B: -12	C: 0.7	D: -0.8	E: -3.4	F: 0.1	G: -3	H: 3	I: 7
O=C(C1CCN(Cc2ccccc2)CC1)N1CCCC1
  A: -1	B: 3	C: -1.3	D: -0.3	E: 0.8	F: -1.8	G: 3	H: 0	I: -1
COc1ccc(C(CC(=O)O)NS(=O)(=O)c2ccc(C)cc2)cc1 (configuration not stated)
  A: 10	B: 1	C: -4.1	D: -0.6	E: -0.1	F: -0.1	G: 1	H: 2	I: -3
CCCC(=O)Nc1ccc2oc(-c3ccc(OC)c(Br)c3)nc2c1
  A: 16	B: -18	C: -3.1	D: -1.8	E: 2.9	F: -1.3	G: 125*	H: 3	I: -2
Clc1ccc(-c2nnc3c4ccccc4nc(N4CCOCC4)n23)cc1Cl
  A: -3	B: 7	C: -1.4	D: -8.1	E: ?	F: 4.5	G: 4	H: -10	I: 7
Cc1ccc(-n2c(C)nnc2SCC(=O)NC2CC2)cc1
  A: -16	B: 4	C: 1.1	D: -0.8	E: -0.2	F: -0.8	G: 4	H: 0	I: 5

(listing goes on)
Short keys – A = GDH-TPI inh; B = CCHFV vOTU inh; C = Mtb UGM inh; D = FadD28 FP inh; E = BoNT A protease; F = Mtb BioA inh; G = Mtb FBA inh; H = BoNT-F LC inh; I = PrPC TRFRET
CCN(C[C@H]1N[C@@](Cc2ccccc2)(C(=O)OC)[C@H]2C(=O)N(Cc3ccccc3)C(=O)[C@@H]12)S(=O)(=O)c1ccc(-c2ccccc2)cc1
  A: 32*	B: -3	C: -1.3	D: -3.2	E: -0.4	F: -0.6	G: 5	H: -2	I: -3
Cc1ccc(NC(=O)CSCC(=O)Nc2ccc(N3CCOCC3)cc2N2CCOCC2)cc1
  A: 4	B: -2	C: nt	D: -0.5	E: -2.3	F: -0.6	G: -2	H: -3	I: 2
COc1ccc(C2SCCN2S(=O)(=O)c2ccccc2)cc1OC (configuration not stated)
  A: -4	B: 7	C: 0.3	D: -4.1	E: -0.3	F: 1.5	G: 0	H: -13	I: 7
Fc1cccc(CN2CCN(c3ncccn3)CC2)c1
  A: 6	B: -5	C: -0.1	D: -0.8	E: 5.2	F: -0.7	G: 11	H: 7	I: -1
COc1ccc(COC(=O)CCCN=C2NS(=O)(=O)c3ccccc32)cc1F
  A: 9	B: 8	C: nt	D: -2.3	E: 0.0	F: -0.8	G: 1	H: 0	I: 12
CCOC(=O)Cc1csc(NC(=O)c2ccoc2C)n1
  A: 2	B: -12	C: -2.3	D: -0.7	E: -2.2	F: -2.0	G: -1	H: -1	I: 4
COc1cccc(NC(=O)C2CC(=O)OC23CCOC(C)(C)C3)c1 (configuration not stated)
  A: -8	B: 0	C: 3.9	D: 0.8	E: 0.0	F: 0.2	G: 2	H: 6	I: -6
CCc1ccc(NC(=O)Nc2ccc3c(c2)CCC3)cc1
  A: 11	B: -11	C: 2.1	D: -2.1	E: -0.1	F: -0.7	G: 1	H: 4	I: 5
CCOc1ccc(Cl)cc1-c1cc(C(=O)Nc2cc(OC)c(OC)c(OC)c2)[nH]n1
  A: 11	B: 6	C: nt	D: -0.9	E: 1.7	F: -0.4	G: 2	H: -2	I: 12
CCCCc1ccc(-c2csc(/C(C#N)=C\c3ccc(C)o3)n2)cc1
  A: 10	B: -5	C: 1.7	D: -1.6	E: 6.4	F: -1.4	G: 1	H: 1	I: 7

More structures
Short keys – A = GDH-TPI inh; B = CCHFV vOTU inh; C = Mtb UGM inh; D = FadD28 FP inh; E = BoNT A protease; F = Mtb BioA inh; G = Mtb FBA inh; H = BoNT-F LC inh; I = PrPC TRFRET
COc1ccc(-c2cc(O)cc(O)c2)cc1
  A: 1	B: -4	C: -1.6	D: -1.1	E: -1.7	F: 12	G: 1	H: -3	I: -5
CCN(CC)C(=O)CSc1nnc(COc2ccccc2)n1N
  A: 6	B: -7	C: 1.5	D: -1.1	E: -0.4	F: nt	G: 1	H: -3	I: -8
Cc1ccccc1NS(=O)(=O)c1ccc(C2CNC(=O)C2)cc1 (configuration not stated)
  A: 8	B: 8	C: -0.5	D: -3.3	E: -0.1	F: nt	G: 3	H: -3	I: 8
O=C(OCc1c(-c2ccccc2)ncc2ccccc12)c1ccc(Cl)cc1Cl
  A: 12	B: -2	C: -0.9	D: -0.2	E: -0.2	F: -0.2	G: 2	H: -6	I: -5
Cc1cc(C)c(NC(=O)Cn2c(=O)c3cccn3c3ccccc32)c(C)c1
  A: -2	B: -8	C: -1.9	D: 1.0	E: 1.3	F: -0.9	G: -6	H: 2	I: -2
O=C(NC1CCCCC1)c1cc(-c2ccccc2O)on1
  A: 7	B: 6	C: -0.8	D: nt	E: -1.0	F: -2.0	G: 4	H: -4	I: 3
CCOC(=O)C1(CCOc2ccccc2)CCN(C(=O)c2ccc(-n3cccn3)cc2)CC1
  A: -7	B: 2	C: -3.3	D: -5.7	E: 0.2	F: nt	G: -5	H: -3	I: -4
CCOC(=O)C[n+]1c(C)csc1C
  A: 0	B: 0	C: -0.5	D: -1.7	E: 0.3	F: 1.0	G: -2	H: 2	I: 4
Cc1cc(NC(=O)CSCC(=O)Nc2ccc(Cl)c(C(F)(F)F)c2)no1
  A: 6	B: 12	C: -2.6	D: -4.1	E: 2.8	F: 1.5	G: 4	H: -2	I: 7
O=C(CCNC(=O)c1ccccc1Cl)NN=Cc1ccco1
  A: 11	B: 13	C: 0.0	D: 0.0	E: 0.5	F: -0.2	G: 1	H: 4	I: -10

More results
Short keys – A = GDH-TPI inh; B = CCHFV vOTU inh; C = Mtb UGM inh; D = FadD28 FP inh; E = BoNT A protease; F = Mtb BioA inh; G = Mtb FBA inh; H = BoNT-F LC inh; I = PrPC TRFRET
CC(=O)Nc1ccc(N2C(=O)c3ccc(C(=O)Nc4nnc(SCc5ccc(F)cc5)s4)cc3C2=O)cc1
  A: 7	B: -7	C: -1.0	D: -10	E: -1.2	F: nt	G: 0	H: -5	I: 2
C[C@H](CO)N1C[C@H](C)[C@@H](CN(C)C(=O)Nc2ccccc2)Oc2ccc(NS(=O)(=O)c3ccc(F)cc3)cc2C1=O
  A: 6	B: -12	C: 0.9	D: -4.6	E: 0.0	F: -0.7&0.6	G: 0	H: -11	I: -3
Cc1ccc(NC(=O)CO/N=C(\N)c2ccccc2)cc1C
  A: 3	B: -6	C: 0.0	D: 0.0	E: 0.2	F: 12	G: 2	H: -4	I: 4
O=C(NCc1ccc2c(c1)OCO2)C1CCN(Cc2cnn(-c3ccccc3)c2-n2cccc2)CC1
  A: 8	B: -10	C: 0.0	D: -2.8	E: 0.1	F: nt	G: 3	H: 1	I: -13
COc1ccc(N2CCN(C(=O)CCNC(=O)c3ccc(C(C)(C)C)cc3)CC2)cc1
  A: -2	B: 2	C: 1.4	D: -0.3	E: 0.2	F: nt	G: 1	H: -4	I: 8
CN1CCN(c2ccc(NC(=O)COc3cccc4ccccc34)cc2)CC1
  A: 3	B: 3	C: -1.7	D: -1.2	E: 0.7	F: 0.0	G: 3	H: -5	I: -6
COc1ccc(CNc2ccc(C(=O)O)cc2)cc1
  A: 5	B: 2	C: 1.3	D: 0.0	E: 0.2	F: -2.7	G: -1	H: -6	I: -1
O=C(Nc1ccc2c(c1)CCC2)C1CCCN(c2ncccn2)C1 (configuration not stated)
  A: 14	B: -10	C: -1.6	D: 0.3	E: 0.0	F: -1.3	G: 1	H: 0	I: -5
O=C(CCC1CCCC1)NCCCN1CCOCC1
  A: -1	B: -2	C: -4.0	D: -2.4	E: 0.0	F: -1.0	G: 0	H: 2	I: 4
O=C(Nc1ccccc1Oc1cccnc1)C1CCCN(Cc2ccc(F)cc2)C1 (configuration not stated)
  A: -11	B: -6	C: 1.4	D: 0.0	E: 1.2	F: 2.1	G: 2	H: -4	I: 1

Only BoNT-F LC inh and GDH-TPI inh, for 3 of the compounds above:
canonical_smiles	BoNT-F LC inh	GDH-TPI inh
C[C@H](CO)N1C[C@H](C)[C@@H](CN(C)C(=O)Nc2ccccc2)Oc2ccc(NS(=O)(=O)c3ccc(F)cc3)cc2C1=O	-11	6
O=C(Nc1ccc2c(c1)CCC2)C1CCCN(c2ncccn2)C1 (configuration not stated)	0	14
O=C(NCc1ccc2c(c1)OCO2)C1CCN(Cc2cnn(-c3ccccc3)c2-n2cccc2)CC1	1	8

(list continues)
Short keys – A = GDH-TPI inh; B = CCHFV vOTU inh; C = Mtb UGM inh; D = FadD28 FP inh; E = BoNT A protease; F = Mtb BioA inh; G = Mtb FBA inh; H = BoNT-F LC inh; I = PrPC TRFRET
Cc1nc([N+](=O)[O-])c(Br)n1CC(=O)c1ccc2ccccc2c1
  A: 15	B: -7	C: 0.4	D: 0.9	E: 0.5	F: 0.4	G: 0	H: -5	I: -6
COc1ccc(C(=O)Nc2ccccc2SCc2cc(=O)n3nc(C)sc3n2)cc1OC
  A: -8	B: 9	C: -3.0	D: -2.1	E: -0.3	F: -1.7	G: 1	H: 4	I: -4
Cc1cccc(NC(NC(=O)c2ccccc2[N+](=O)[O-])C(Cl)(Cl)Cl)c1 (configuration not stated)
  A: 7	B: 6	C: 3.0	D: -5.5	E: -0.4	F: -1.0	G: -1	H: 4	I: 4
CC1CCCN(C(=O)c2ccc(N3CC4CC(C3)c3cccc(=O)n3C4)c([N+](=O)[O-])c2)C1 (configuration not stated)
  A: -2	B: 5	C: -0.6	D: -2.4	E: -0.2	F: nt	G: -3	H: -3	I: -11
COc1ccc(N(CC(=O)Nc2cccc(N(C)S(C)(=O)=O)c2)S(=O)(=O)c2ccc(F)cc2)cc1
  A: 10	B: 0	C: 1.5	D: -1.3	E: -1.5	F: -1.6	G: 1	H: 1	I: 8
CC1(c2cccc(Br)c2)NC(=O)N(CC(=O)Nc2ccc(N3CCCCC3)cc2)C1=O (configuration not stated)
  A: 0	B: -15	C: nt	D: 2.3	E: -0.2	F: 0.7	G: -3	H: -12	I: 8
COc1ccc(C2(CNC(=O)c3ccccc3)CCOCC2)cc1
  A: 5	B: 3	C: 2.8	D: -0.2	E: 0.2	F: 0.9	G: 2	H: 0	I: 8
O=C1CC(c2ccccc2Oc2cccc(Cl)c2)C(n2cncn2)C(=O)C1C1NCCc2ccccc21 (configuration not stated)
  A: -1	B: -5	C: 3.3	D: -8.2	E: -0.3	F: nt	G: 0	H: -7	I: 6
CC(=O)O[C@H]1CC[C@@]2(C)[C@H](C1)C(=O)C[C@H]1[C@@H]3CC[C@@H]4[C@@H](CN5C[C@@H](C)CC[C@H]5[C@@]4(C)O)[C@@H]3C[C@@H]12
  A: 6	B: 3	C: 0.0	D: -2.7	E: -1.7	F: -2.2	G: 0	H: -2	I: 2
CCOC(=O)c1nnc2cc(C)nn2c1C
  A: 1	B: -12	C: 2.2	D: -1.7	E: nt	F: 0.0	G: 0	H: nt	I: -2
Cc1ccc(NS(=O)(=O)c2cn(C)c(=O)n(C)c2=O)cc1C
  A: -3	B: -3	C: 0.6	D: -0.5	E: -0.4	F: 0.7	G: 0	H: 5	I: -7
CCOc1ccc(S(=O)(=O)c2ccc(C)cc2)c2c1no[n+]2[O-]
  A: 0	B: -3	C: nt	D: 0.4	E: -0.3	F: nt	G: -3	H: 3	I: 2

Outcome played no part in choosing rows. About 4.8% of those tested had a hit in this group.
